Source: PubChem BioAssay (several laboratories)
KCNK3 block: human KCNK3 channel inhibitors, primary screen, CHO cells, FluxOR thallium flux, B-score; FluxOR fluorescence; active compounds read low; B-score at 10 µM; 0.84% of 340,000 active;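 active = B-score under library mean minus 4 SD, starting fluorescence ratio at most library mean plus 5 SD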;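 also: more negative B-score means stronger inhibition of thallium flux through KCNK3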
Target sequence (O14649 whole entry, looked up): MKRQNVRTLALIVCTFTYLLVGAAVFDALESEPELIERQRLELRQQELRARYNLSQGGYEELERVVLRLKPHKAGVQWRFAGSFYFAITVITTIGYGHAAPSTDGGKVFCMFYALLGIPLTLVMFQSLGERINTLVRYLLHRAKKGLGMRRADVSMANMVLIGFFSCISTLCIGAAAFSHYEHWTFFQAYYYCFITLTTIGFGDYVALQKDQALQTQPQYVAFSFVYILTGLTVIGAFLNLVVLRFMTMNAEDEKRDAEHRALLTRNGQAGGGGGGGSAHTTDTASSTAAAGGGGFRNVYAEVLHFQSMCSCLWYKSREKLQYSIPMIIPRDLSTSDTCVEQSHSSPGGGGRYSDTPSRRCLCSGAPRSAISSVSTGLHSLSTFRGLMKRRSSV
Dyrk1A ADPGlo: rat Dyrk1A kinase inhibitors, primary screen, biochemical, single point, plate reader | Dual specificity tyrosine-phosphorylation-regulated kinase 1A (Rattus norvegicus), Q63470 | ADP-Glo luminescence, NFATc1 peptide | inhibition, % at 12.5 µM | 0.43% of 310,000 active; in the data active = inhibition above about 50%;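 also: plate controls were vehicle with enzyme for no effect and no enzyme for full effect; many of its hits are not listed in these tables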
Numbers without * were called inactive; i = inactive.

molecule	KCNK3 block	Dyrk1A ADPGlo
Cc1csc(C2=C(O)CN(c3ccc4c(c3)OCCOCCOCCOCCO4)C2=N)n1	i	7
CN(CC(=O)Nc1cccc(F)c1)C(=O)c1sccc1-c1ccccc1	i	8
COc1ccc(-c2sc3ccc(OC)cc3c2-c2ccc(OCCN3CCOCC3)cc2)cc1	i	2
O=C(NOCc1cscn1)Nc1ccccc1	i	1
O=C(Cn1cnc2c(NCc3ccccc3)ncnc21)N1CCN(c2ccccn2)CC1	i	0
CC[C@H]1C(Nc2ccccc2)C[C@@H]2CCN3C(=O)CC[C@H]1[C@H]23 (some centres not stated)	i	8
CC1CC(C)(C)OC(c2ccc(C(C)C)cc2)O1 (configuration not stated)	i	-3
NC(=S)NN=C1CCCCC12CCCC2	i	2
O=C(CN1CCN(S(=O)(=O)c2ccc(F)cc2)CC1)Nc1ccnn1C1CCCC1	i	11
Cc1ccc(S(=O)(=O)NCCC(=O)Nc2cccc(S(=O)(=O)N3CCCC3)c2)cc1C	i	-7
O=C(COc1ccccc1)Nc1cccc(S(=O)(=O)N2CCCC2)c1	i	3
COc1ccc(S(=O)(=O)N2CCOCC2)cc1NC(=O)c1ccc(OC(F)F)cc1	i	4
C=CC[C@H](CC(=O)N[C@H](CO)Cc1ccccc1)C(=O)N[C@H](COC(=O)[C@@H](CC=C)Cc1ccc(F)cc1)Cc1c[nH]c2ccccc12	i	1
CC(=O)Nc1sc(C)c(C)c1C(=O)OCC(=O)NCc1ccccc1	i	-1
Cc1ccc(NC(=O)COC(=O)c2ccc(OC(F)F)cc2)cc1S(=O)(=O)N1CCCCC1	i	0
COc1ccc(NC(=O)COc2ccccc2Cc2ccccc2)cc1S(=O)(=O)N1CCOCC1	i	-7
CC1CC2C3CCC4=CC(=O)CCC4(C)C3CCC2(C)C1(O)C(=O)CO (configuration not stated)	i	1
O=C(c1ccc2c(c1)C(=O)N(Cc1ccncc1)C2=O)N1CCN(S(=O)(=O)c2ccc(OC(F)(F)F)cc2)CC1	i	-1
Cc1ccc(C(=O)OCC(=O)Nc2ccc(N3CCOCC3)cc2)cc1	i	-4
CC1CCCC(C)N1CCOc1cc(N)ccc1C#N (configuration not stated)	i	1
Cc1c(Cl)cccc1NC(=S)C(=C([O-])c1ccc(Cl)s1)[n+]1ccccc1	i	0
CCN(C(=O)COC(=O)CCOc1ccc(C(C)(C)C)cc1)c1c(N)n(Cc2ccccc2)c(=O)[nH]c1=O	i	-2
CCOC(=O)Cn1cnc(C)c1	i	1
COc1ccccc1C1CC(=O)Oc2ccc(C(C)(C)C)cc21 (configuration not stated)	i	-2
COc1ccc(C2CC(c3cccc(Br)c3)=NN2c2ccc(S(N)(=O)=O)cc2)cc1 (configuration not stated)	i	1
CN(C)C(=O)CCc1ccc2c3c([nH]c2c1)[C@]1(C)[C@@H](C(=O)N2CCOCC2)C[C@H](CC(=O)NCCc2ccccn2)C(=O)N1CC3	i	2
CC(=O)Nc1cc2c(cc1[N+](=O)[O-])-c1ccc(F)cc1C2	i	1
CCCC(=O)Nc1ccc(C(=O)COC(=O)C2=COCCO2)cc1	i	-5
CNC(=S)N1C2CCCC1CC(NC(=O)c1ccc(C)cc1)C2 (configuration not stated)	i	-5
Cc1ccc(S(=O)(=O)c2ccc(NN)cc2)cc1	i	-5
COc1ccc2[nH]c3c(c2c1)CCN1C(=O)C(CC(=O)NCC24CC5CC(CC(C5)C2)C4)C[C@H](C(=O)N2CCOCC2)[C@@]31C (some centres not stated)	i	-1
CC(OC(=O)C1CCN(S(=O)(=O)c2ccc(C(C)(C)C)cc2)CC1)C(=O)N(C)C1CCCCC1 (configuration not stated)	i	2

Retrieved by structure from the list above, five records:
molecule	KCNK3 block	Dyrk1A ADPGlo
O=C(c1ccc2c(c1)C(=O)N(Cc1ccncc1)C2=O)N1CCN(S(=O)(=O)c2ccc(OC(F)(F)F)cc2)CC1	i	-1
CN(C)C(=O)CCc1ccc2c3c([nH]c2c1)[C@]1(C)[C@@H](C(=O)N2CCOCC2)C[C@H](CC(=O)NCCc2ccccn2)C(=O)N1CC3	i	2
C=CC[C@H](CC(=O)N[C@H](CO)Cc1ccccc1)C(=O)N[C@H](COC(=O)[C@@H](CC=C)Cc1ccc(F)cc1)Cc1c[nH]c2ccccc12	i	1
CN(CC(=O)Nc1cccc(F)c1)C(=O)c1sccc1-c1ccccc1	i	8
O=C(COc1ccccc1)Nc1cccc(S(=O)(=O)N2CCCC2)c1	i	3

Continuation.
molecule	KCNK3 block	Dyrk1A ADPGlo
Cc1onc(-c2c(F)cccc2Cl)c1C(=O)Nc1cc(S(=O)(=O)N2CCCCC2)ccc1O	i	-4
COc1ccc(C(=O)OCC(=O)NC2CCCCCC2)c(OC)c1	i	5
CN1CCN(CCCNc2nc3ccccc3c3nc(-c4ccccc4)nn23)CC1	i	1
O=c1c2ccccc2nc(/C=C/c2ccc3c(c2)OCO3)n1CCCO	i	-2
COc1ccc(C)cc1NC(=O)C(c1ccccc1)N1CCN(CC(=O)N2CCOCC2)CC1 (configuration not stated)	i	3
O=C1[C@H](Cc2ccccc2)NCCCC[C@@H](c2ccc(Cl)cc2)N1Cc1ccc(Cl)cc1	i	3
CC(=O)Nc1cc2c(cc1Cl)Cc1cc(Cl)ccc1-2	i	3
C=C(CCO)C1=CCN(S(=O)C(C)(C)C)[C@H]1CCO (some centres not stated)	i	-1
COc1ccc(NC(=O)c2ccc(NC(=O)C3COc4ccccc4O3)cc2)c(OC)c1 (configuration not stated)	i	6
Cc1cc(C)cc(OCC(=O)NNC(=O)c2cc3ccccc3oc2=O)c1	i	1
C=CCONC(=O)Cc1ccccc1	i	5
CCc1ccc(C(=O)C(C)OC(=O)CN2C(=O)NC3(CCCC3)C2=O)cc1 (configuration not stated)	i	0
CCCCCN(C(=O)CCC(=O)OC(C)C(=O)c1ccc(CC)cc1)c1c(N)n(CCCC)c(=O)[nH]c1=O (configuration not stated)	i	2
CC(CSc1n[nH]c(=S)s1)c1ccccc1 (configuration not stated)	i	1
CNC(=O)C1CC(=O)N(c2ccc(OCC(=O)Nc3ccccc3C)cc2)C1 (configuration not stated)	i	0
Cn1c(CCC(N)=O)nnc1SCC(=O)Nc1cc(S(=O)(=O)N2CCCC2)ccc1Cl	i	11
CCN(CC)C(=O)[C@H]1C[C@H](CC(=O)NCc2ccco2)C(=O)N2CCc3c([nH]c4cc(CCC(=O)N(C)C)ccc34)[C@]12C	i	-8
CCCC[C@@H]1C=C(C(=O)O)[C@H](c2ccc(CC)cc2)N1S(=O)(=O)c1ccc(C)cc1	i	-3
O=c1[nH]c2c(c(=O)[nH]1)CCCCCC2	i	-5
CCN(C(=O)COC(=O)c1c(NC(C)=O)sc(C)c1C)c1c(N)n(Cc2ccccc2)c(=O)[nH]c1=O	i	-5
Cc1ccc2nc(-c3ccc(NC(=S)NCC(C)(C)CN(C)C)cc3)sc2c1	i	-1
C[C@]12CC[C@H](O)CC1=CCC1C2CC[C@@]2(C)C1CC[C@@H]2NC(=O)[C@@H](N)CO (some centres not stated)	i	-2
CCC1(C)NC(=O)N(CC(=O)c2cc(C)n(C3CC3)c2C)C1=O (configuration not stated)	i	-1
COCCNC(=O)C(c1ccccc1)N(CCOC)C(=O)Cn1nnc2ccccc21 (configuration not stated)	i	32
O=C(Cc1ccccc1)N(c1ccccc1)c1ccccc1	i	11
CC(C)(C)OC(=O)N1CCN(Cc2ccc(F)c(B(O)O)c2)CC1	i	3
COc1ccc(N2N=NN(C(C)C)C2=C(Cl)c2nnnn2-c2ccc(OC)cc2)cc1	i	-1
Cc1ccc(S(=O)(=O)NC2(C(=O)O)CCCC2)cc1	i	-2
O=[N+]([O-])c1cccc(COc2ccccc2CN2CCCCC2)c1	i	-5
Clc1ccc(C=NNc2ccccn2)c(Cl)c1	i	-2
CCOC(=O)C1=C(COC(=O)c2ccccc2OC)NC(=O)NC1C (configuration not stated)	i	37
COc1ccc(CN=C2NC(=O)CC(C(=O)Nc3ccc([N+](=O)[O-])cc3C)S2)cc1 (configuration not stated)	i	0
CCCCNC(=O)C(C)N(CCN(C)C)C(=O)CCCCCN1C(=O)NC(c2ccc(Cl)cc2)C(C(=O)OCc2ccccc2)=C1C (configuration not stated)	i	-1
CCOC(=O)/C=C1\SCC(=O)N1CC(O)CN1C(=O)CS/C1=C/C(=O)OCC (configuration not stated)	i	3
Cc1ccc(NC(=O)COC(=O)Cc2c[nH]c3ccccc23)cc1F	i	-7
COc1ccc(C(CNC(=O)c2cc(S(=O)(=O)Nc3cccc(C)c3)ccc2C)N2CCCC2)cc1 (configuration not stated)	i	8
COc1ccc(S(=O)(=O)N2CCCCCC2)cc1C(=O)NCc1ccccc1Cl	i	-7
Cc1ccc(NC(=O)c2ncn(CCCNCCCN(C)C)n2)cc1C	i	5
COCCCNC(=O)C[C@H]1C[C@H](C(=O)N2CCOCC2)[C@@]2(CCC3CCCC3)c3[nH]c4cc(CCC(=O)N(C)C)ccc4c3CCN2C1=O	i	-15
CN(C)c1ccc(C(=O)OCc2cc(=O)n3ccsc3n2)cc1	i	4
O=C(Cc1ccccc1)N1O[C@H]2C=C[C@@H]1CC2	i	4
CN(C)c1ccc(C(c2ccc(N(C)C)cc2)C(O)c2ccccc2)cc1 (configuration not stated)	i	0
C/C(=N\NC(=O)c1cccc(S(=O)(=O)Nc2ccc(C)cc2C)c1)c1ccncc1	i	-5
O=C(Cn1cc(COc2ccc3ccc(=O)oc3c2)nn1)c1ccc(O)cc1	i	7
CCN(C[C@H]1N[C@@](C)(C(=O)OC)[C@H]2C(=O)N(C)C(=O)[C@@H]12)S(=O)(=O)c1ccccc1	i	1
Cn1c(=O)n(CCN2CCOCC2)c(=O)c2c1nc1n2CCN1c1ccc(Oc2ccccc2)cc1	i	-5
Cc1cc(C(=O)OCC(=O)NC2CCCC2)c2ccccc2n1	i	-3
CC(=O)N1CCN(C(=O)c2ccc(NS(=O)(=O)c3ccc(Cl)c(Cl)c3)cc2)CC1	i	8
Cc1cccc(C(=O)NNC(=O)c2n[nH]c(=O)c3ccccc23)c1C	i	-5
Cc1cccc([C@H]2[C@@H]3C=CCC[C@@H]3C(=O)N2Cc2ccccc2)c1	i	-3
O=C(Cc1cccs1)Nc1ccc(F)c(S(=O)(=O)N2CCOCC2)c1	i	-8
CC(C)NS(=O)(=O)c1ccc(NC(=O)C(C)OC(=O)CCCOc2ccccc2)cc1 (configuration not stated)	i	5
O=C(c1ccc(-c2cccc([N+](=O)[O-])c2)o1)N1CCN(c2ccc([N+](=O)[O-])cc2)CC1	i	4
CSC1=C(C#N)C2(CCCCC2)C(C(=O)Nc2ccccc2)=C(C)N1	i	3
COc1cccc(NC(=O)CN(C)C(=O)C2CC(=O)N(CCc3ccc(OC)c(OC)c3)C2)c1 (configuration not stated)	i	-3
COc1ccc(C(CCc2cc(OC)c(OC)c(OC)c2)NC(C)=O)cc1 (configuration not stated)	i	-4

(more compounds)
molecule	KCNK3 block	Dyrk1A ADPGlo
CC[C@]12c3[nH]c4cc(CCC(=O)N(C)C)ccc4c3CCN1C(=O)[C@@H](CC(=O)NC(C)(C)C)C[C@@H]2C(=O)N1CCN(C(=O)C2CC2)CC1	i	4
COc1ccc(-c2cc(C(F)(F)F)n3ncc(C(=O)NCC4CCCO4)c3n2)cc1 (configuration not stated)	i	0
COCC(=O)N[C@@H]1c2cc(OC)c(OC)cc2C[C@H]1OCc1ccccc1	i	-2
COc1ccccc1/C=C/C(=O)OCC(=O)N1CCN(S(=O)(=O)c2ccc(C)cc2C)CC1	i	7
CNC(=O)C1CC(=O)N(c2ccc(OCC(=O)Nc3ccccc3)cc2)C1 (configuration not stated)	i	6
CCOc1ccc(NC(=O)CN(C)C(=O)c2cn(-c3ccc(C)cc3)nc2-c2cccc(OC)c2)cc1OCC	i	3
O=C1[C@H](Cc2ccccc2)NCCCC[C@@H](c2ccco2)N1Cc1ccccc1	i	2
Cc1ccc2nc3c(cc(C(=O)NCC4CCCO4)c(=N)n3CCCOC(C)C)c(=O)n2c1 (configuration not stated)	i	-9

For reference, some entries already given.
molecule	KCNK3 block	Dyrk1A ADPGlo
CC[C@]12c3[nH]c4cc(CCC(=O)N(C)C)ccc4c3CCN1C(=O)[C@@H](CC(=O)NC(C)(C)C)C[C@@H]2C(=O)N1CCN(C(=O)C2CC2)CC1	i	4
COc1ccc(-c2cc(C(F)(F)F)n3ncc(C(=O)NCC4CCCO4)c3n2)cc1 (configuration not stated)	i	0
COCC(=O)N[C@@H]1c2cc(OC)c(OC)cc2C[C@H]1OCc1ccccc1	i	-2

Later entries.
molecule	KCNK3 block	Dyrk1A ADPGlo
COc1ccc(S(=O)(=O)N2CCOCC2)cc1C(=O)NCC(c1ccccc1)c1ccccc1	i	-2
CCc1ccc(N2CC(C(=O)OCC(=O)N(CC)c3c(N)n(Cc4ccccc4)c(=O)[nH]c3=O)CC2=O)cc1 (configuration not stated)	i	-2
O=C(Nc1ccccc1F)c1cc(S(=O)(=O)N2CCOCC2)ccc1N1CCOCC1	i	-4
C=CC(=O)Nc1cccc(N(C)c2ccnc(Nc3ccc(N4CCN(C)CC4)cc3)n2)c1	i	14
COc1ccc(CC(=O)N(C)Cc2ccc(OC(F)F)cc2)cc1S(=O)(=O)N1CCOCC1	i	-5
CN(C)c1ccc(/C=C(/C#N)C(=O)Nc2nc3c(s2)CCN(Cc2ccccc2)C3)cc1	i	-3
Nc1nc(N)nc(C2C=CCCC2)n1 (configuration not stated)	i	0
CCN(C(=O)COC(=O)/C=C/c1nc2ccccc2s1)c1c(N)n(Cc2ccccc2)c(=O)[nH]c1=O	i	10

A portion of the library. The share of hits here may be higher or lower than overall.
